Screening data as filed in PubChem BioAssay.
STK33 kinase inh: blocks human STK33 kinase activity; inhibition, % at 10 µM; purified STK33, MBP phosphorylation, ADP-Glo luminescence; 0.073% of 320,000 active; Q9BYT3;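 active = inhibition at or above 25%, using the most active replicate where run in duplicate; inactive = inhibition below 25%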
Target sequence (Q9BYT3 whole entry, looked up): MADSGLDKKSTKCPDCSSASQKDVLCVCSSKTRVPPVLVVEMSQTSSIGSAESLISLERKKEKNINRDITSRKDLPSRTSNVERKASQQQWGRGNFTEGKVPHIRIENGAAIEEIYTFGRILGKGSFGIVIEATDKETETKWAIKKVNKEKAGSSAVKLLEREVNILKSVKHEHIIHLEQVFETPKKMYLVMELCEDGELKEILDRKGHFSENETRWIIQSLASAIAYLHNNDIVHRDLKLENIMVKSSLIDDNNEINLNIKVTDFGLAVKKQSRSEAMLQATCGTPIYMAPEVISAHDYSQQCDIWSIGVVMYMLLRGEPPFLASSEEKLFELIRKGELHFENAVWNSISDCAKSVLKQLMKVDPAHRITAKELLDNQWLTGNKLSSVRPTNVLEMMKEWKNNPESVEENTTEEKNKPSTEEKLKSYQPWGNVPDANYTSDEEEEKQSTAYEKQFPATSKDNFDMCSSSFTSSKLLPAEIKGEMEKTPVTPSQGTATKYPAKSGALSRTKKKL
Starred values were filed as active, the others as inactive.

SMILES	STK33 kinase inh
Cc1cccc(Oc2ccc(NS(=O)(=O)c3ccc(C)c(C(=O)O)c3)cc2)c1	-2.1
O=C(NN=Cc1ccc(N2CCOCC2)s1)c1ccc([N+](=O)[O-])cc1	-0.7
C=CCn1c(SCC(=O)Nc2cc(C)on2)nnc1-c1ccccc1OC	-1.9
Cn1cnnc1SCC(=O)NC1CC1	-1.6
CCN(Cc1ccccc1)C(=O)c1ccc(C)c(S(=O)(=O)N2CCCCC2)c1	0.3
Cc1nccn1CC(=O)c1ccc(O)c(O)c1	-0.4
CC(C)C[C@H]1CN=C(Nc2ccccc2)N1CC(C)C	1.1
CC(=O)c1c(C)[nH]c(C(=O)CN(C)CC(=O)Nc2ccccc2Cl)c1C	-2.8
C[C@H](CO)N1C[C@H](C)[C@@H](CN(C)Cc2ccccc2)Oc2c(NS(=O)(=O)c3cn(C)cn3)cccc2C1=O	0.1
CCOCCCNCC(=O)Nc1ccccc1N1CCOCC1	-1.2
CCN(CC(=O)Nc1ccc2c(c1)OCCO2)Cc1nc2cc(Cl)ccc2c(=O)[nH]1	-1.1
Cc1ccc(NC(=O)c2nc[nH]c2C(=O)NCc2ccccc2)cc1	-2.1
Cn1nc(C(=O)NC2CCC(O)CC2)c2ccccc2c1=O (configuration not stated)	0.6
N#Cc1ccc(CN2CCN(C(=O)c3cn(Cc4ccccc4)nc3-c3cccnc3)CC2)cc1	-0.4
N#CCCN(Cc1cccnc1)C(=S)NC(=O)c1ccccc1	0.4
COc1ccccc1C(=O)NCCC(=O)NCc1ccccn1	-1.3
CCCSc1nnc2[nH]c(=O)cc(N)n12	-0.3
CCc1noc(C)c1C(=O)OCC(=O)NCc1ccc(Cl)cc1	-2.6
COC(=O)c1c(-c2ccccc2OC)sc2ccc(OC)cc12	1.3
Cc1ccc(CN2C(=O)N/C(=C\c3ccc(-c4ccc(C(=O)O)cc4C)o3)C2=O)cc1	1.1
Cn1c(N2CCOCC2)nc2c1c(=O)n(Cc1ccc(Cl)c(Cl)c1)c(=O)n2C	-0.9
COc1ccc(Cl)cc1NC(=O)CN(C)CC(=O)Nc1c(C)n(C)n(-c2ccccc2)c1=O	-1.0
Cc1csc(=O)n1CC(=O)OCC(=O)Nc1ccccc1C(C)C	-0.1
CC1(C)CC[C@]2(C(=O)O)CC[C@]3(CO)C(=CCC4[C@@]5(C)C[C@H](O)[C@H](O)[C@@](C)(C(=O)O)C5CC[C@]43C)[C@@H]2C1 (some centres not stated)	0.3
O=C(c1ccco1)N1CCN(C(=O)c2ccc(-c3ccc(Cl)cc3)o2)CC1	0.8

Ordered by formula weight (ascending): 15 of the compounds above.
SMILES	STK33 kinase inh
Cn1cnnc1SCC(=O)NC1CC1	-1.6
CC(C)C[C@H]1CN=C(Nc2ccccc2)N1CC(C)C	1.1
N#CCCN(Cc1cccnc1)C(=S)NC(=O)c1ccccc1	0.4
Cc1ccc(NC(=O)c2nc[nH]c2C(=O)NCc2ccccc2)cc1	-2.1
Cc1csc(=O)n1CC(=O)OCC(=O)Nc1ccccc1C(C)C	-0.1
CC(=O)c1c(C)[nH]c(C(=O)CN(C)CC(=O)Nc2ccccc2Cl)c1C	-2.8
C=CCn1c(SCC(=O)Nc2cc(C)on2)nnc1-c1ccccc1OC	-1.9
Cc1cccc(Oc2ccc(NS(=O)(=O)c3ccc(C)c(C(=O)O)c3)cc2)c1	-2.1
CCN(Cc1ccccc1)C(=O)c1ccc(C)c(S(=O)(=O)N2CCCCC2)c1	0.3
Cc1ccc(CN2C(=O)N/C(=C\c3ccc(-c4ccc(C(=O)O)cc4C)o3)C2=O)cc1	1.1
Cn1c(N2CCOCC2)nc2c1c(=O)n(Cc1ccc(Cl)c(Cl)c1)c(=O)n2C	-0.9
CCN(CC(=O)Nc1ccc2c(c1)OCCO2)Cc1nc2cc(Cl)ccc2c(=O)[nH]1	-1.1
N#Cc1ccc(CN2CCN(C(=O)c3cn(Cc4ccccc4)nc3-c3cccnc3)CC2)cc1	-0.4
CC1(C)CC[C@]2(C(=O)O)CC[C@]3(CO)C(=CCC4[C@@]5(C)C[C@H](O)[C@H](O)[C@@](C)(C(=O)O)C5CC[C@]43C)[C@@H]2C1 (some centres not stated)	0.3
C[C@H](CO)N1C[C@H](C)[C@@H](CN(C)Cc2ccccc2)Oc2c(NS(=O)(=O)c3cn(C)cn3)cccc2C1=O	0.1

New compounds follow:
SMILES	STK33 kinase inh
CC(=O)Nc1ccc(C(=O)OCC(=O)N(c2ccccc2)C2CCS(=O)(=O)C2)cc1 (configuration not stated)	-2.2
COc1ccc(-n2cnnc2SCC(=O)NC2CCCCC2)cc1	-1.1
COc1ccc(CCNC(=O)COC(=O)/C=C/c2ccc(OC)cc2OC)cc1	-0.4
COc1cc(OC)cc(C(=O)NC(C(=O)Nc2ccc3c(c2)OCCO3)C(C)C)c1 (configuration not stated)	-1.3
COc1ccc(-c2ccc3c(c2)S(=O)(=O)c2cccc(C(=O)N4CCN(c5c(Cl)cncc5Cl)CC4)c2C3=O)cc1OC	-0.3
Nc1cc(C(=O)OCC(=O)Nc2cccc(S(=O)(=O)N3CCOCC3)c2)ccc1Cl	-1.2
O=C1c2ccccc2NC(c2ccc(-c3ccc(C(F)(F)F)cc3)o2)N1O (configuration not stated)	0.0
Cc1ccc(S(=O)(=O)N2CCN(C(=O)C3CC(=O)N(c4ccc5c(c4)OCCO5)C3)CC2)cc1 (configuration not stated)	0.3
CCCn1c(SCC(=O)Nc2ccccc2C(=O)NC2CC2)n[nH]c1=O	-0.1
Cn1nc(C(=O)NNC(=O)CCOc2ccc(C(C)(C)C)cc2)c2ccccc2c1=O	-0.5
COc1cccc(-c2ncc3ccccc3c2COC(=O)c2ccc(Br)cc2)c1	-0.1
COc1ccc(-c2sc3ccccc3c2-c2ccc(O)cc2)cc1	0.8
CN(c1ccc(-c2csc(NC(=O)C3CC(=O)N(Cc4ccco4)C3)n2)cc1)S(C)(=O)=O (configuration not stated)	1.3
Cc1cc(NC(=O)CSc2nnc(-c3ccccc3C)n2C)no1	-0.4
COc1ccc(CNC(=O)COC(=O)C(CCSC)N2C(=O)c3ccccc3C2=O)cc1 (configuration not stated)	0.7
O=C1C=C(Nc2ccc(F)cc2)c2ccccc2C1=O	-0.3
CCN1CCN(S(=O)(=O)c2ccc(Cl)c(C(=O)N(C)Cc3cccs3)c2)CC1	-1.4
CC(=O)c1c(C)[nH]c(C(=O)COC(=O)c2c(C)noc2C)c1C	-1.4
Cc1ccc(S(=O)(=O)N2CCOCC2)cc1NC(=O)COC(=O)COc1ccccc1[N+](=O)[O-]	-1.1
O=C(COC(=O)c1ccccc1Br)NC1CCCCCCC1	-0.9
O=C(NNC(=O)c1ccccc1F)c1cccc(S(=O)(=O)N2CCc3ccccc32)c1	-3.6
Cc1noc(C)c1S(=O)(=O)N(C)C[C@H]1Oc2ccc(NS(=O)(=O)c3ccccc3)cc2C(=O)N([C@H](C)CO)C[C@@H]1C	-1.0
CN(C(=O)c1ccc(NC(=O)Cc2ccc(NC(=O)C3CCN(C(=O)C4CCCCC4)CC3)cc2)cc1)C1CC1	-2.4
O=C(COC(=O)COc1ccccc1)Nc1ncc([N+](=O)[O-])s1	0.1
Cn1c(SCc2cccc([N+](=O)[O-])c2)nc2ccccc2c1=O	-0.9
More results.
SMILES	STK33 kinase inh
COc1cc(CNc2ccc(N3CCCC3)cc2)ccc1OCc1ccccc1F	-1.9
O=C(Nc1nncs1)c1cc(-c2ccco2)nc2ccccc12	-1.0
CCc1cccc2c(C(=O)COC(=O)c3cnc(C)cn3)c[nH]c12	-0.1
CCOc1ccc(NC(=O)Cc2ccc(S(=O)(=O)N3CCCCC3)cc2)cc1OCC	-1.0
CC(=O)c1cccc(NC(=O)COC(=O)Cn2cnc3ccccc32)c1	0.3
CC(C)c1cccc(C(C)C)c1OC(=O)[C@H]1OC(C(C)(C)C)=C[C@@H]1c1ccccc1	-1.7
COc1ccc(C2C(C(=O)NCc3cccnc3)c3ccccc3C(=O)N2C)cc1OC (configuration not stated)	-1.8
CCCN1C(=O)C2(/C(=C(\O)c3ccc4c(c3)OCCO4)C(=O)C(=O)N2CCCOC)c2ccccc21 (configuration not stated)	-0.7
CCOc1ccc(CN(C)c2ccc(S(=O)(=O)N3CCN(C)CC3)cc2[N+](=O)[O-])cc1OC	1.2
CCOC(=O)[C@H]1[C@H]2COc3ccc(Br)cc3[C@H]2N2C(=O)CNC(=O)[C@@]12C	-2.0
O=C(CSc1nc2cc(Cl)ccc2s1)NCC1CCCO1 (configuration not stated)	-0.5
CC(=NNC(=O)c1ccc(NS(=O)(=O)c2cccs2)cc1)c1ccc(OCC(N)=O)cc1	-1.9
CCOC(=O)c1cc(-c2ccccc2C)nn1Cc1cc(CC)no1	1.2
COc1cccc(CC(=O)OCC(=O)NNC(=O)c2ccc(Br)cc2)c1	7.0
COC(=O)c1ccc2[nH]c(C3(O)CCCCC3)c(C)c2c1	0.3
CC(OC(=O)c1cc(S(=O)(=O)N2CCOCC2)ccc1F)C(=O)NCC1CCCCC1 (configuration not stated)	0.7
COc1cc(OC)c(OC)cc1CNC(=O)c1ccc(S(=O)(=O)N2CCCCC2)cc1	-0.5
N#CCc1ccc(NC(=O)CSc2nnc(C3CC3)n2C2CC2)cc1	1.2
CC[C@@H]1C/C=C\Cc2ccccc2[C@H](C(=O)C[C@@H](O)CC(C)=O)OC1=O	0.5
O=C(COc1cccnc1[N+](=O)[O-])Nc1cccc(Br)c1	-1.4
C[N+](C)(C)CCOC(N)=O	8.9
N#CN=C1SCCS1	-0.4
CC(=O)c1ccc(OCC(=O)NC2CCCCCC2)cc1	-0.8
Cc1ccc(OC(C)C(=O)OCC(=O)Nc2sccc2C(N)=O)cc1 (configuration not stated)	0.6
C=CC[C@H](CC(=O)NCCO)C(=O)N[C@H](COC(=O)[C@@H](CC=C)CC(=O)OC(C)(C)C)Cc1ccccc1	-0.6
(further entries)
SMILES	STK33 kinase inh
COc1ccc(C)cc1NC(=O)C(OC(=O)C1=NNC(=O)CC1)c1ccccc1 (configuration not stated)	-0.8
N#Cc1c(-c2ccccc2)cc(-c2ccc3c(c2)OCO3)[nH]c1=O	-0.8
O=C(CCNC(=O)c1ccccc1)Nc1ccc(Cl)c(S(=O)(=O)N2CCCCC2)c1	-1.2
CC(Oc1ccccc1)C(=O)OCC(=O)NC(=O)NC1CCCCC1 (configuration not stated)	0.7
O=C(COC(=O)/C=C/c1ccco1)NCc1ccc(Cl)cc1Cl	-1.5
CC(=O)NC(CC(=O)Nc1ccc(S(=O)(=O)N2CCOCC2)cc1)c1ccccc1 (configuration not stated)	2.3
CC(C)C[C@H]1CN=C(N(C)C)N1CC1CCCCCC1	0.0
Cc1ccc(S(=O)(=O)N2CCN(C(=O)CSCc3ccc(C(C)C)cc3)CC2)cc1	1.2
C#CCOCCOCCOCCNc1nc(N2CCOCC2)nc(N2CCN(C(=O)CCCCCCCCCCNC(=O)[C@@H](CCSC)n3cc(CCO)nn3)CC2)n1	3.3
Cc1cccc(OCCCC(=O)NNC(=O)c2ccccn2)c1	-0.4
Cn1nnnc1SCC(=O)Nc1cc(S(=O)(=O)N2CCCCC2)ccc1Cl	-0.2
O=C(CSc1nnc(Nc2ccccc2F)s1)NC1CC1	0.4
Cc1ccc(S(=O)(=O)N(C)CC(=O)NNC(=O)Cc2cccc(F)c2)cc1	-0.9
CCC(C)C(=O)Nc1nnc(-c2cccs2)s1 (configuration not stated)	-6.5
O=C(CSc1nnc(-c2ccccc2F)o1)N1CCNC1=O	-1.4
O=C(CN1C(=O)NC2(CCCCC2)C1=O)Nc1ccc2[nH]c(=O)[nH]c2c1	1.0
Cc1ccc(-n2c(SCC(=O)N3CCN(c4ccccn4)CC3)nnc2N2CCCC2)cc1	-4.9
CC(OC(=O)CN1C(=O)c2ccccc2C1=O)C(=O)c1ccccc1 (configuration not stated)	-0.6
COc1cccc(NC(=O)CN(C)C(=O)Cc2cccc3ccccc23)c1	-2.0
Cc1cc(Br)c(NC(=O)COC(=O)CC2CC3CCC2C3)c(Br)c1 (configuration not stated)	0.5
COc1ccc(C(=O)N2CCN(C(=O)C3CCCO3)CC2)cc1[N+](=O)[O-] (configuration not stated)	-0.7
O=c1cc(-c2ccsc2)oc2ccccc12	4.9
Cn1c(-c2ccccc2)cc2onc(-c3ccccc3)c2c1=O	-1.1
CC(C)C[C@@H]1NC(=O)[C@H](C(C)C)NC(=O)c2cc([N+](=O)[O-])cc(I)c2OCC[C@@H](C(N)=O)NC1=O	-1.6
CCOC(=O)[C@H]1[C@H]2COc3ccc(C)cc3[C@@H]2N2C(=O)CN(Cc3ccc(OC)cc3)C(=O)[C@@]12C	-2.5
Next structures:
SMILES	STK33 kinase inh
NC(=O)Nc1ccc(C(=O)N2CCN(S(=O)(=O)Cc3ccccc3)CC2)cc1	0.8
C[C@H](CO)N1C[C@H](C)[C@@H](CN(C)Cc2ccc(C(=O)O)cc2)Oc2ccc(NS(=O)(=O)c3cn(C)cn3)cc2C1=O	-2.1
O=C(COc1ccccc1Br)Nc1ccc(S(=O)(=O)N2CCCC2)cc1	-0.6
COc1ccccc1CNC(=O)CN1NS(=O)(=O)c2ccccc2C1=O	1.8
CCOc1ccc(S(=O)(=O)NC2=NCCCCC2)cc1	-0.8
CCCCC(CC)CN=C(N)NC(N)=NCCCCCCN=C(N)NC(N)=NCC(CC)CCCC (configuration not stated)	29*
COc1ccccc1N(CC(=O)N(C)Cc1ccccc1)S(=O)(=O)c1cccs1	-0.9
CC(C)(C)c1ccc(C(=O)N2CCN(S(=O)(=O)c3ccc(Br)s3)CC2)cc1	0.3
CCc1ccc(C(=O)NNC(=O)C2CC(=O)N(c3ccc4c(c3)OCCO4)C2)cc1 (configuration not stated)	-0.2
O=C(COc1ccccc1)Nc1cc(S(=O)(=O)N2CCOCC2)ccc1N1CCCC1	-0.9
COc1ccc(C2=NOC(Cn3nc(-c4ccccc4)cc3C(=O)O)C2)cc1 (configuration not stated)	-1.6
O=C(Nc1cccc(Cl)c1)c1nc[nH]c1C(=O)NCc1ccccc1	-1.3
CCCc1ccc(-c2csc(NC(=O)C3=COCCO3)n2)cc1	0.7
N#Cc1c2ccc([N+](=O)[O-])cc2[n+]([O-])n1-c1ccccc1	-1.1
O=C(NCCN1C(=O)S/C(=C/c2ccccc2)C1=O)C1CC(=O)N(Cc2ccccc2)C1 (configuration not stated)	-1.0
COc1ccc2c(CC(=O)NNC(=O)c3ccccc3F)coc2c1	-0.3
Nc1ccn([C@@H]2O[C@H](COS(=O)(=O)O)[C@@H](O)[C@H]2O)c(=O)n1	-0.1
CCOc1ccc(OCCCC(=O)ON=C(N)c2ccccc2Cl)cc1	0.2

These rows are one share of the data; count on the stated rates, not on these rows.
